DPM-DC inhibit: blocks S. pneumoniae diphosphomevalonate decarboxylase; purified DPM-DC, PK/LDH coupled NADH fluorescence; calls only at 10 µM; actives 0.49% (n = 65,000);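 active = the 320 compounds with the highest percent inhibition in the single-dose primary screen, excluding strongly autofluorescent ones, cut at about 32% in these data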;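 note: kinetic rate of NADH fluorescence loss reporting ADP formed by the decarboxylase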
TNAP inhibition: human TNAP enzyme inhibitors, biochemical, luminescent (AID 518); purified TNAP enzyme, luminescent substrate readout; higher % means a stronger effect; inhibition, % at 20 µM; hits with a dose series show IC50 in µM; actives 0.09% (n = 64,000); in the data active = a potency from the dose series; inactive = the rest, 99 in 100 with inhibition below about 22%;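 note: plate controls were vehicle for no effect and reference inhibitor for full effect; many of its hits are not listed in these tables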
Spn MK inh: blocks S. pneumoniae mevalonate kinase | purified MK, PK/LDH-coupled NADH absorbance 340 nm | inhibition, % at 10 µM | actives 0.48% (n = 65,000);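 active = ranked among the strongest by inhibition in the single 10 µM screen, a fixed top-ranked set picked for dose follow-up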; note: no value below 0 was filed
LYP inhibition: inhibition of human PTPN22 tyrosine phosphatase – biochemical, DiFMUP fluorescence, recombinant catalytic domain, 10 µM, primary screen (AID 606); recombinant LYP catalytic domain, DiFMUP fluorescence; higher % means a stronger effect; inhibition, % at 10 µM; hits with a dose series show IC50 in µM; 52,000 tested, under 10 active;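 active = IC50 under 40 µM in the dose-response test; inactive = IC50 of 40 µM or more, or never dose-tested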
Spn PMK inh: inhibitors of Streptococcus pneumoniae phosphomevalonate kinase; actives 0.49% (n = 65,000); purified PMK, PK/LDH-coupled NADH absorbance 340 nm; AID 539; inhibition, % at 10 µM;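 active = top-ranked compounds by inhibition in the single 10 µM screen, taking a fixed number of the strongest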;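 note: 0% = full reaction with DMSO carrier and 100% = background rate without enzyme reaction; no value below 0 was filed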
HPDE-C7 viability: HPDE-C7 pancreatic duct cell viability loss – fluorescence, HTS (AID 430); HPDE-C7 pancreatic duct cells viability, fluorescence; higher % means a stronger effect; cytotoxicity, % at 10 µM, or EC50 in µM where a hit was titrated; actives 1.8% (n = 63,000);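 note: cells exposed to compound for 48 hours before viability readout; 0% = vehicle and 100% = reference cytotoxic drug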
HPDE-C7K KRASV12: cytotoxicity in KRAS-transformed pancreatic duct cells, primary screen, cell-based, fluorescence, HTS (AID 431); actives 1.7% (n = 63,000); cytotoxicity, % at 10 µM, or EC50 in µM where a hit was titrated; HPDE-C7K KRASV12 cells, Alamar Blue viability, 48 h; higher % means a stronger effect;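 active = compounds whose percent cytotoxicity in the single-dose primary screen, scaled between solvent and toxic-drug controls, exceeds 50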;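 note: 0% = DMSO solvent wells and 100% = doxorubicin-treated wells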
HT1080 viability: HT1080 cell viability loss – fluorescence readout (AID 620). one-dose cytotoxicity, % at 10 µM; EC50 in µM for titrated hits. actives 0.42% (n = 87,000). HT1080 viability, fluorescence; higher % means a stronger effect;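 note: cells exposed to compound overnight then 4 h with Alamar Blue; 0% = vehicle DMSO and 100% = killing control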
Bfl-1 displacement: displacement of Bid BH3 peptide from Bfl-1 – biochemical, fluorescence polarization, FITC-Bid, mouse, primary screen (AID 432). FITC-Bid BH3 peptide fluorescence polarization displacement; higher % means a stronger effect. displacement, % at 20 µM, or IC50 in µM where a hit was titrated. actives 0.02% (n = 64,000); in the data active = a potency from the dose series; inactive = the rest, 99 in 100 with displacement below about 15%; note: strong numbers were not always called active
Spn PMK inh pilot replicates: also measured in Spn PMK inh; calls as there; inhibition, %; measured here: pilot screen replicates
Spn MK inh pilot replicates: further read-out of Spn MK inh, marked with its call; inhibition, %; measured here: pilot screen replicates
DPM-DC inhibit pilot screen %: also measured in DPM-DC inhibit; calls as there; inhibition, %; measured here: pilot screen trials
The depositor's hits bear a star; i = inactive; . = no result given. Cut-off read from the data, not from the text of the source, unless noted: active = cytotoxicity above about 50%; inactive = the rest.

SMILES | DPM-DC inhibit | TNAP inhibition | Spn MK inh | LYP inhibition | Spn PMK inh | HPDE-C7 viability | HPDE-C7K KRASV12 | HT1080 viability | Bfl-1 displacement | others
Cc1ccc(S(=O)(=O)n2nc(-c3ccco3)nc2SCc2ccccc2)cc1 | i | . | 5 | . | 0 | . | . | 11% | .
O=C(c1ccccc1)n1nc(-c2ccccc2)nc1NCc1ccco1 | i | 26% | 5 | -6% | 1 | -2% | 4% | -6% | 3%
CCn1c2ccc(CC(=O)O)cc2c2cc(CC(=O)O)ccc21 | i | -10% | 4 | -12% | 8 | -1% | 4% | 4% | -5%
N#CC1=C(N)OC2=C(C(=O)CCC2)C1c1ccccc1 (centres undefined) | i | 1% | 14 | -7% | 0 | -6% | 0% | -3% | -9%
COc1ccccc1NS(=O)(=O)c1ccccc1C#N | i | 10% | 9 | -9% | 3 | 12% | 26% | 14% | 2%
CCOC(=O)c1sc(C)c2c1NC(C)(c1cccs1)NC2=O (centres undefined) | . | 8% | 8 | 3% | 12 | 0% | 3% | 8% | -3% | Spn PMK inh pilot replicates=3.5;Spn MK inh pilot replicates=1.0
COc1ccc(Cl)cc1NC(=O)C1CCCN(c2cc(C)nc3ncnn23)C1 (centres undefined) | i | 7% | 0 | 8% | 19 | -7% | -2% | 10% | -8%
CCn1c(=O)cc(SCC(=O)NCc2ccco2)c2ccccc21 | i | 1% | 8 | -2% | 6 | 62%* | 41% | 26% | -1%
CCOc1ccc(-n2nnc3c(=O)n(CC(=O)N4CCCc5ccccc54)cnc32)cc1 | i | 4% | 3 | 6% | 13 | -1% | 4% | 4% | -2%
COc1ccc(S(=O)(=O)Cc2ccc(C(=O)N3CCCC3)o2)cc1 | i | 5% | 11 | 8% | 12 | 2% | -9% | -1% | 0%
Cc1ccc(OCCCC(=O)Nc2ccc(N3CCOCC3)cc2)c(C)c1 | i | 11% | 8 | 20% | 0 | 22% | 27% | -6% | -1%
CCSc1nc2c(c(=O)[nH]1)C(c1cccnc1)C(C(=O)OC(C)C)=C(C)N2 (centres undefined) | i | 25% | 1 | 3% | 12 | 9% | 5% | -2% | -2% | Spn PMK inh pilot replicates=1.0;Spn MK inh pilot replicates=0.0;DPM-DC inhibit pilot screen %=0.0
CCn1c(C(C)NC(=O)c2ccc(OC)c(OC)c2)nc2ccccc21 (centres undefined) | i | 12% | 10 | 8% | 2 | 6% | 11% | 4% | -3%
Cc1ccc(CCNC(=O)C2CCC(=O)N2C(C)C)cc1 (centres undefined) | i | 6% | 0 | 3% | 11 | -10% | -10% | 5% | -5%
COc1ccc2[nH]cc(C(=O)CN3CCC(C)CC3)c2c1 | i | 7% | 8 | . | 0 | . | . | 1% | 0%
CCOC(=O)c1c(C)oc2cc(Br)c(O)c(Br)c12 | i | 4% | 3 | 5% | 0 | -12% | -2% | -11% | -1%
COC(=O)CC1C(=O)NCCN1C(=O)Nc1ccccc1 (centres undefined) | i | 15% | 0 | . | 24 | -7% | -3% | 4% | 7%
CCOC(=O)C(C)(C)Sc1nc2c(cnn2-c2ccc(Cl)cc2)c(=O)[nH]1 | i | 10% | 3 | -8% | 0 | 27% | 31% | -2% | 3% | Spn PMK inh pilot replicates=3.5;Spn MK inh pilot replicates=1.5;DPM-DC inhibit pilot screen %=2.0
CCOC(=O)C1=C(C)NC(C)=C(C(=O)OCC)C1C(=O)OC1CCOC1=O (centres undefined) | i | 7% | 7 | 9% | 19 | 6% | 5% | 2% | 6% | Spn PMK inh pilot replicates=0.5;Spn MK inh pilot replicates=0.0;DPM-DC inhibit pilot screen %=1.5
CCC(OC(=O)C(NC(=O)c1ccccc1)c1ccccc1)C(=O)Nc1cc(C)on1 (centres undefined) | i | 7% | 0 | . | 0 | 0% | 10% | 5% | 10%
COc1ccc(NS(=O)(=O)c2ccc(N)cc2)nn1 | i | 12% | 5 | . | 5 | 9% | 18% | . | -3% | Spn PMK inh pilot replicates=0.0;Spn MK inh pilot replicates=0.0;DPM-DC inhibit pilot screen %=0.0
Cc1cc(C(=O)CSc2nnnn2-c2ccccc2)c(C)n1CC1CCCO1 (centres undefined) | i | 7% | 8 | . | 14 | -23% | -21% | -3% | 6%
CCCCC1(C)NC(=O)N(CC(=O)Nc2ccc(S(=O)(=O)N3CCOCC3)cc2)C1=O (centres undefined) | i | 18% | 1 | 12% | 0 | -5% | -6% | 14% | -10%
COc1ccc(C2SCC(=O)N2c2c(C)n(C)n(-c3ccccc3)c2=O)cc1 (centres undefined) | i | 2% | 8 | 6% | 6 | 1% | 1% | 4% | 2%
CCOC(=O)c1cnn(-c2nc(C)cc(C)n2)c1N | i | 8% | 0 | 2% | 18 | 2% | -13% | 6% | -7%

Carrying on:
SMILES | DPM-DC inhibit | TNAP inhibition | Spn MK inh | LYP inhibition | Spn PMK inh | HPDE-C7 viability | HPDE-C7K KRASV12 | HT1080 viability | Bfl-1 displacement | others
CC(C)=CC(=O)NCCc1ccccc1 | i | 2% | 2 | -3% | 0 | 4% | -1% | -1% | 2%
CC(=O)NC(C)C12CC3CC(CC(CC(=O)O)(C3)C1)C2 (centres undefined) | i | 8% | 9 | 5% | 0 | 4% | 7% | 1% | 1%
Cc1ccc(OCC(O)Cn2c(NCCc3ccccc3)nc3c2c(=O)[nH]c(=O)n3C)cc1 (centres undefined) | i | 18% | 11 | 7% | 15 | -1% | 5% | 19% | -2% | Spn PMK inh pilot replicates=3.0;Spn MK inh pilot replicates=0.0;DPM-DC inhibit pilot screen %=1.0
O=S(=O)(NCc1cccnc1)c1ccc(Br)s1 | i | 9% | 7 | -3% | 0 | -6% | -10% | 24% | 2%
O=C(NCc1cccnc1)C1CCCN(S(=O)(=O)c2ccc(Br)cc2)C1 (centres undefined) | i | -1% | 8 | 13% | 7 | -16% | -18% | 9% | -4%
COc1cc2c(cc1OC)C(C(=O)Nc1cccc(C)n1)C(c1cccnc1)N(C)C2=O (centres undefined) | i | 8% | 19 | 10% | 0 | -12% | -9% | -6% | -8%
COc1cc(OC)cc(C2C(C#N)=C(N)Oc3n[nH]c(-c4cccnc4)c32)c1 (centres undefined) | i | 13% | 0 | 1% | 0 | -8% | -4% | . | -2%
Cc1cc(C)nc(NC2=NCC(=O)N2c2ccccc2)n1 | i | 9% | 8 | . | 7 | 15% | 8% | 1% | -5%
O=C(CC1NC2CCCCC2NC1=O)Nc1ccc2c(c1)OCO2 (centres undefined) | i | 9% | 7 | 9% | 0 | 3% | -5% | 0% | 1%
COc1ccc(-c2c3c([nH]c(=S)c2C#N)CCC3)cc1 | i | 12% | 5 | 9% | 11 | 7% | 13% | 27% | 3%
O=C(CCN1C(=O)C2C3C=CC(C3)C2C1=O)Nc1c(F)cccc1F (centres undefined) | i | 4% | 0 | . | 3 | -11% | -11% | -1% | 7%
c1coc(CNC2CCCCCCC2)c1 | i | 4% | 5 | 6% | 20 | 9% | 9% | 6% | 1%
O=C(NCC1CCCO1)c1csc2c1CCCCC2 (centres undefined) | i | 9% | 9 | -12% | 10 | -8% | -11% | 7% | -7%
NS(=O)(=O)c1cc2c(cc1Cl)NC(CSCc1ccccc1)=NS2(=O)=O | i | 14% | 9 | . | 5 | -9% | 8% | -6% | -2% | Spn PMK inh pilot replicates=6.0;Spn MK inh pilot replicates=0.0;DPM-DC inhibit pilot screen %=2.0
c1ccc2c(-c3nnc4n3CCCCC4)c[nH]c2c1 | i | 12% | 0 | 11% | 12 | 0% | 0% | 11% | -3%
CC(C)N1C(=S)SC2CS(=O)(=O)C=C21 (centres undefined) | i | 5% | 11 | 18% | 13 | 24% | 24% | 24% | 1%
c1ccc(C(c2nnnn2C2CCCC2)N2CCCCCC2)nc1 (centres undefined) | i | 8% | 8 | 4% | 11 | -5% | -12% | -3% | -3%
Cc1ccccc1OCc1nc(-c2ccc(NC(=O)c3ccc4c(c3)OCO4)cc2)no1 | i | 10% | 4 | -8% | 8 | 9% | 10% | 4% | -3%
O=c1c2ccccc2nc(-c2ccco2)n1Cc1ccccc1 | i | 1% | 3 | 5% | 1 | -17% | -3% | 7% | 5%
COc1ccccc1-c1cn[nH]c(=S)n1 | i | 13% | 16 | . | 0 | -14% | -8% | 7% | -1% | Spn PMK inh pilot replicates=0.0;Spn MK inh pilot replicates=0.0;DPM-DC inhibit pilot screen %=1.0
Cc1ccc(CN(C)C(=O)c2ccccc2Oc2ccccc2)o1 | i | 8% | 0 | 1% | 9 | 5% | 7% | 0% | 9%
COC(=O)C(C)n1cnc2c(cnn2-c2ccc(Cl)cc2)c1=O (centres undefined) | i | 7% | 5 | . | 20 | -20% | -4% | -4% | 2%
Cc1oc(C)c(C(=O)O)c1COc1ccc(C(=O)O)cc1 | i | 1% | 5 | 13% | 1 | -6% | -16% | -3% | -9%
CN1CCN(CCCNC(=O)C2CC(=O)N(C3CCCCC3)C2)CC1 (centres undefined) | i | 12% | 5 | -4% | 8 | 7% | 16% | -3% | -4% | Spn PMK inh pilot replicates=1.5;Spn MK inh pilot replicates=0.0;DPM-DC inhibit pilot screen %=0.0

Some of these compounds in order of formula weight, largest number first.
SMILES | DPM-DC inhibit | TNAP inhibition | Spn MK inh | LYP inhibition | Spn PMK inh | HPDE-C7 viability | HPDE-C7K KRASV12 | HT1080 viability | Bfl-1 displacement | others
COc1cc2c(cc1OC)C(C(=O)Nc1cccc(C)n1)C(c1cccnc1)N(C)C2=O (centres undefined) | i | 8% | 19 | 10% | 0 | -12% | -9% | -6% | -8%
Cc1ccccc1OCc1nc(-c2ccc(NC(=O)c3ccc4c(c3)OCO4)cc2)no1 | i | 10% | 4 | -8% | 8 | 9% | 10% | 4% | -3%
COc1cc(OC)cc(C2C(C#N)=C(N)Oc3n[nH]c(-c4cccnc4)c32)c1 (centres undefined) | i | 13% | 0 | 1% | 0 | -8% | -4% | . | -2%
O=C(CCN1C(=O)C2C3C=CC(C3)C2C1=O)Nc1c(F)cccc1F (centres undefined) | i | 4% | 0 | . | 3 | -11% | -11% | -1% | 7%
COC(=O)C(C)n1cnc2c(cnn2-c2ccc(Cl)cc2)c1=O (centres undefined) | i | 7% | 5 | . | 20 | -20% | -4% | -4% | 2%
c1ccc(C(c2nnnn2C2CCCC2)N2CCCCCC2)nc1 (centres undefined) | i | 8% | 8 | 4% | 11 | -5% | -12% | -3% | -3%
O=c1c2ccccc2nc(-c2ccco2)n1Cc1ccccc1 | i | 1% | 3 | 5% | 1 | -17% | -3% | 7% | 5%
Cc1oc(C)c(C(=O)O)c1COc1ccc(C(=O)O)cc1 | i | 1% | 5 | 13% | 1 | -6% | -16% | -3% | -9%
Cc1cc(C)nc(NC2=NCC(=O)N2c2ccccc2)n1 | i | 9% | 8 | . | 7 | 15% | 8% | 1% | -5%
CC(=O)NC(C)C12CC3CC(CC(CC(=O)O)(C3)C1)C2 (centres undefined) | i | 8% | 9 | 5% | 0 | 4% | 7% | 1% | 1%
